Source: PubChem BioAssay
LMP1 NFkB inh – EBV LMP1-driven NF-kappaB luciferase reporter inhibitors, primary screen, cell-based, luminescence, single point | hit rate 0.69% among 350,000 | inhibition, % at 12.5 µM | LMP1-induced NF-kappaB luciferase reporter cells; in the data active means inhibition above about 41%;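 further: 0% = neutral control wells and 100% = reference inhibitor control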
SRC1 inh – SRC1 coactivator transcriptional activity inhibitors, primary screen, cell-based, luminescence; HEK293 GAL4-SRC1 luciferase reporter; inhibition, % at 3.6 µM; hit rate 0.12% among 360,000; AID 588354, 2011; Nuclear receptor coactivator 1 (Homo sapiens), Q15788;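 active means inhibition above the campaign mean plus 3 SD, with each screening campaign given its own cutoff, cut at about 60% in these data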;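 further: 0% = DMSO treated cells and 100% = gossypol at 36 µM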
CF NFkB inh – inhibitors of PAF-induced NF-kB signaling, primary screen, cell-based, GFP fluorescence, uHTS; inhibition, % at 5 µM; KKLEB NF-kB-GFP reporter, GFP fluorescence overnight; AID 588850, 2011; hit rate 0.86% among 360,000;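 active means at least 50% inhibition at 5 µM, scaled per plate between neutral and stimulator controls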;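 further: PAF is a Pseudomonas aeruginosa culture filtrate used as stimulus; plate controls were PAF-stimulated DMSO wells for no effect and unstimulated DMSO wells for full effect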
C8 TRAIL sens – viability loss with TRAIL in NB7+C8 cells, primary screen, TRAIL sensitizer project, cell-based, ATPlite luminescence; inhibition (viability loss, TRAIL sensitization), % at 10 µM; hit rate 1% among 360,000; AID 624354, 2012;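 active means compounds causing at least 50% loss of cell viability in the single-dose screen, relative to plate controls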
TROY NFkB inh – inhibitors of TROY-driven NF-kB signaling, primary screen, Q293 LMP1-TROYcd cells, NF-kB luciferase, uHTS; Q293 LMP1-TROYcd NF-kB luciferase reporter, 4 h; inhibition, % at 10 µM; hit rate 0.98% among 360,000; AID 1347056, 2019;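 active means compounds whose plate-normalised and pattern-corrected inhibition of the luciferase reporter signal at the single screening dose is 50% or more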
NR2F2 inh – NR2F2 transcriptional activity inhibitors, primary screen, cell-based, luciferase reporter, HEK293T, luminescence. COUP transcription factor 2 (Homo sapiens), P24468. HEK293T NGFI-A luciferase reporter. inhibition, % at 8.6 µM. hit rate 0.7% among 370,000;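 active means inhibition above a per-plate cutoff, mean inhibition of test wells between control levels plus 3 SD, cut at about 38% in these data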;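 further: cells cotransfected with COUP-TFII expression vector driving the NGFI-A reporter; 0% = median of COUP-TF2 test wells and 100% = reporter-only cells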
Target sequence (P24468 whole entry, looked up): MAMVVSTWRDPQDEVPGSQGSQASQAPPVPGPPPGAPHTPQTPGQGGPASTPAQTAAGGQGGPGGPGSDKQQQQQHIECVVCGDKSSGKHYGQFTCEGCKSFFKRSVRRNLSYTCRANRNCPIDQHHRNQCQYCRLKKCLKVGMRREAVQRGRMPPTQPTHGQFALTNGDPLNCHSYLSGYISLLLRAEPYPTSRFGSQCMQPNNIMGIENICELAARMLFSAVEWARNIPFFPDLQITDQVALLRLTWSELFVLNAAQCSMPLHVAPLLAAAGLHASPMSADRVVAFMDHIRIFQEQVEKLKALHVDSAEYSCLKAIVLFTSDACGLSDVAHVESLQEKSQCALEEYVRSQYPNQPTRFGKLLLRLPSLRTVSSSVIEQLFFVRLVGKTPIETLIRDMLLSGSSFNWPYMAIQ
NR5A2 inv ag – LRH-1 (NR5A2) inverse agonists, primary screen, cell-based, luminescence, HEK293T, StAR-luciferase reporter; Nuclear receptor subfamily 5 group A member 2 (Homo sapiens), O00482; LRH-1 transfected, 24 h; inhibition, % at 3.6 µM; hit rate 0.13% among 360,000; AID 602396, 2012;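 active means inhibition above the mean inhibition of all tested compounds plus 3 SD, cut at about 73% in these data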;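 further: 0% = DMSO wells and 100% = reporter-only cells lacking LRH-1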
SRC3 inh – SRC3 coactivator transcriptional activity inhibitors, primary screen, cell-based, luminescence; HEK293 GAL4-SRC3 luciferase reporter; AID 588352, 2011; inhibition, % at 3.6 µM; Nuclear receptor coactivator 3 (Homo sapiens), Q9Y6Q9; hit rate 0.17% among 360,000;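 active means inhibition above a per-campaign cutoff, the mean of all compounds plus 3 SD, cut at about 60% in these data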;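 further: 0% = DMSO-treated cells and 100% = gossypol-treated cells at 36 µM; higher means less SRC3-driven luciferase light from the GAL4 reporter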
Shn3 inh set2 – reduction of Shn3 3'UTR firefly luciferase signal, primary screen, Schnurri-3 inhibitor project, cell-based, Clone20 osteoblasts, set 2. Clone20 osteoblast Shn3 3'UTR firefly luciferase, 24 h. inhibition, % at 12.5 µM. hit rate 0.52% among 360,000. AID 588674, 2011;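 active means mean inhibition of at least 75% with every replicate also reaching 75%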;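 further: 0% = median of neutral control wells and 100% = pilot-screen positive control compound; some compounds past the cut are filed as inactive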
KKLEB cytotox – cytotoxicity in KKLEB CF airway cells, primary screen, cytotoxicity control for CF NF-kB inhibitor project, cell-based, uHTS, fluorescence assay plates | KKLEB CF airway cells viability, ATPlite luminescence, overnight; stronger effect = lower value; cells stimulated with P. aeruginosa culture filtrate | hit rate 0.36% among 360,000 | activity change (cytotoxicity), % at 5 µM;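 active means corrected activity change at or below -50% at 5 µM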
TWEAK Fn14 block – inhibitors of TWEAK-Fn14 signaling, primary screen, luciferase reporter cells, uHTS | TWEAK-stimulated Fn14 reporter cells, luciferase luminescence, 8 h | inhibition, % at 10 µM | hit rate 2% among 360,000 | AID 1159606, 2016; in the data active means inhibition above about 50%
* marks the source's active call; other numbers are inactive results; nt = not tested or not shown. An excerpt, so the mix of outcomes need not match the whole.

The line under a structure holds: LMP1 NFkB inh	SRC1 inh	CF NFkB inh	C8 TRAIL sens	TROY NFkB inh	NR2F2 inh	NR5A2 inv ag	SRC3 inh	Shn3 inh set2	KKLEB cytotox	TWEAK Fn14 block
CCc1ccc(C(C(=O)NC(C)(C)CC)N(Cc2ccco2)C(=O)Cn2nnc3ccccc32)cc1 (stereo unspecified)
  6	-15	12	-18	-14	6	3	5	13	-4	3
Cc1nn(-c2nc3ccccc3[nH]2)c(=O)c2ccccc12
  81*	74*	-12	96*	92*	97*	73*	80*	93*	-78*	105*
COc1ccc(OC)c(N(CC(=O)NCCSCc2ccc(C)cc2)S(C)(=O)=O)c1
  2	-1	1	0	-13	-5	-7	0	-34	-5	7
OCCNCc1cc(Br)ccc1OCc1ccc(Cl)cc1
  8	-12	10	-7	12	3	-14	5	27	-7	-13
COc1cc2cc(C(=O)N3CCC(Cc4ccccc4)CC3)[nH]c2cc1OC
  -1	-24	18	-12	-10	4	9	-9	7	-2	-39
O=c1c(CN2CCN(c3ccccn3)CC2)coc2ccccc12
  -4	-20	0	0	4	0	-14	13	-1	0	-12
COc1ccccc1OCCCOc1ccc([N+](=O)[O-])cc1Cl
  -25	-84	9	18	-48	-13	-83	-38	-46	-11	-20
CCN(CC(=O)Nc1c(F)cccc1F)C(=O)c1ccc(C#N)cc1
  8	-4	-11	6	-32	4	3	-13	20	6	16
CCO[C@H]1OC(C(=O)O)=C[C@@H](c2cn(C(C)=O)c3ccccc23)[C@@H]1CCCO
  1	0	-18	0	-14	-10	-1	-1	-1	8	-1
O=C(NCc1cccs1)C1CC(c2ccc(F)cc2)=NO1 (stereo unspecified)
  -1	-23	2	5	-26	-32	-34	-7	-23	9	6
COc1ccc(CNC(=O)CN2C(=O)C3CCCN3c3ncc(Cl)cc32)cc1 (stereo unspecified)
  -1	6	-9	-5	-5	8	7	9	28	9	25
CC12CC(NC(=O)N1c1cccc(C(=O)N3CCN(c4ccccc4F)CC3)c1)c1ccccc1O2 (stereo unspecified)
  7	3	7	-8	0	13	-6	10	19	-4	27
CN(CC(=O)Nc1ccc(Cl)cc1)S(=O)(=O)c1ccc2c(c1)n(C)c(=O)c(=O)n2C
  3	8	18	-4	-33	18	2	11	7	-11	-15
CCn1c(SCc2ccc(C(=O)Nc3cc(C)cc(C)c3)cc2)nnc1-c1ccncc1
  16	-23	14	-4	30	-1	-12	20	9	-5	17
Cc1ccc(OCC(=O)N2CCN(S(=O)(=O)c3ccc(Cl)s3)CC2)cc1C
  -3	3	-2	12	-5	0	-4	-3	12	7	11
CSc1ccccc1OCc1cc(C(=O)N(Cc2nccn2C)C(C)C)no1
  3	-16	28	-7	-24	-5	-10	5	-34	-4	-9
Cc1ccc(NC(=O)CN2CCCC2)cc1Br
  3	5	-11	-4	-17	4	13	0	-16	1	1
OCC[C@@H]1C[C@H](O)[C@@H](O)[C@]2(Cc3ccccc3O2)O1
  4	12	25	-15	-3	nt	4	7	-10	-10	-6
CC(C)(C)OC(=O)N1CCCC(C(=O)Nc2cccc(C(=O)N3CCCCC3)c2)C1 (stereo unspecified)
  -5	5	-35	-6	0	0	-7	1	2	9	-6
Cc1ccc(S(=O)(=O)NN=Cc2c(O)ccc3ccccc23)cc1
  -62	4	-46	-2	1	-4	14	-19	-29	-8	-26
COc1ccc(CNC(=O)c2cn(Cc3ccccc3OC)c(=O)s2)cc1
  nt	0	3	-17	11	-5	15	-10	4	-11	-6

11 neighbouring records already listed:
The line under a structure holds: LMP1 NFkB inh	SRC1 inh	CF NFkB inh	C8 TRAIL sens	TROY NFkB inh	NR2F2 inh	NR5A2 inv ag	SRC3 inh	Shn3 inh set2	KKLEB cytotox	TWEAK Fn14 block
COc1ccc(CNC(=O)CN2C(=O)C3CCCN3c3ncc(Cl)cc32)cc1 (stereo unspecified)
  -1	6	-9	-5	-5	8	7	9	28	9	25
CC12CC(NC(=O)N1c1cccc(C(=O)N3CCN(c4ccccc4F)CC3)c1)c1ccccc1O2 (stereo unspecified)
  7	3	7	-8	0	13	-6	10	19	-4	27
CN(CC(=O)Nc1ccc(Cl)cc1)S(=O)(=O)c1ccc2c(c1)n(C)c(=O)c(=O)n2C
  3	8	18	-4	-33	18	2	11	7	-11	-15
CCn1c(SCc2ccc(C(=O)Nc3cc(C)cc(C)c3)cc2)nnc1-c1ccncc1
  16	-23	14	-4	30	-1	-12	20	9	-5	17
Cc1ccc(OCC(=O)N2CCN(S(=O)(=O)c3ccc(Cl)s3)CC2)cc1C
  -3	3	-2	12	-5	0	-4	-3	12	7	11
CSc1ccccc1OCc1cc(C(=O)N(Cc2nccn2C)C(C)C)no1
  3	-16	28	-7	-24	-5	-10	5	-34	-4	-9
Cc1ccc(NC(=O)CN2CCCC2)cc1Br
  3	5	-11	-4	-17	4	13	0	-16	1	1
OCC[C@@H]1C[C@H](O)[C@@H](O)[C@]2(Cc3ccccc3O2)O1
  4	12	25	-15	-3	nt	4	7	-10	-10	-6
CC(C)(C)OC(=O)N1CCCC(C(=O)Nc2cccc(C(=O)N3CCCCC3)c2)C1 (stereo unspecified)
  -5	5	-35	-6	0	0	-7	1	2	9	-6
Cc1ccc(S(=O)(=O)NN=Cc2c(O)ccc3ccccc23)cc1
  -62	4	-46	-2	1	-4	14	-19	-29	-8	-26
COc1ccc(CNC(=O)c2cn(Cc3ccccc3OC)c(=O)s2)cc1
  nt	0	3	-17	11	-5	15	-10	4	-11	-6

Exported with each value named: two of the compounds above
COc1ccc(OC)c(N(CC(=O)NCCSCc2ccc(C)cc2)S(C)(=O)=O)c1
  LMP1 NFkB inh = 2
  SRC1 inh = -1
  CF NFkB inh = 1
  C8 TRAIL sens = 0
  TROY NFkB inh = -13
  NR2F2 inh = -5
  NR5A2 inv ag = -7
  SRC3 inh = 0
  Shn3 inh set2 = -34
  KKLEB cytotox = -5
  TWEAK Fn14 block = 7

OCCNCc1cc(Br)ccc1OCc1ccc(Cl)cc1
  LMP1 NFkB inh = 8
  SRC1 inh = -12
  CF NFkB inh = 10
  C8 TRAIL sens = -7
  TROY NFkB inh = 12
  NR2F2 inh = 3
  NR5A2 inv ag = -14
  SRC3 inh = 5
  Shn3 inh set2 = 27
  KKLEB cytotox = -7
  TWEAK Fn14 block = -13
